Assay outcomes: PubChem, several laboratories
MBD2 inh: inhibitors of MBD2 binding to methylated DNA, primary screen, biochemical, TR-FRET, DNA-binding domain, human. MBD2 binding to methylated oligonucleotide. 370,000 compounds, 0.31% hits. Methyl-CpG-binding domain protein 2 (Homo sapiens), Q9UBB5. inhibition, % at 4.4 µM; in the data active = inhibition above about 13%
PG9 binder: binders of HIV-1 gp120 antibody PG9, primary screen, biochemical, TR-FRET; TR-FRET gp120-PG9 antibody binding; AID 624416, 2012; 360,000 compounds, 0.43% hits; inhibition, % at 6.7 µM; in the data active = inhibition above about 8.5%
HTRA1 inhibitor: HTRA1 serine protease inhibitors, primary screen, biochemical, fluorescence polarization, HTS; recombinant HTRA1, FP-rhodamine activity-based probe; inhibition, % at 5.96 µM; 340,000 compounds, 0.5% hits; AID 504803, 2011; in the data active = inhibition above about 36%;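 note: 0% = enzyme with DMSO and 100% = wells lacking enzyme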
ABHD4 inh: ABHD4 inhibitors, primary screen, biochemical, fluorescence polarization, mouse | (Lyso)-N-acylphosphatidylethanolamine lipase (Mus musculus), Q8VD66 | purified mABHD4, FP-Rh probe fluorescence polarization | inhibition, % at 8.92 µM | 370,000 compounds, 0.54% hits | AID 720543, 2013;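 active = inhibition exceeding the mean over every tested compound plus 3 SD, cut at about 30% in these data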;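 note: 0% = plate median of compound wells and 100% = S159A mutant with DMSO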
Target sequence (Q8VD66 whole entry, looked up): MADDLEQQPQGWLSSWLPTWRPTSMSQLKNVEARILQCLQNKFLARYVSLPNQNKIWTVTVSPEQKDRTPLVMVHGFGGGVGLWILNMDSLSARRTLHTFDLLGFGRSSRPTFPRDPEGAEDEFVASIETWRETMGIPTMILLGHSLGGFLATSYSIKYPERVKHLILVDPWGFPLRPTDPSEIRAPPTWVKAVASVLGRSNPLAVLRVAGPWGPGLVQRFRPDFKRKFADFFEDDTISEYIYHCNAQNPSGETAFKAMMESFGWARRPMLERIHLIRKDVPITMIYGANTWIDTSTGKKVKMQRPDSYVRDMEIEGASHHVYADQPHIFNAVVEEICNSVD
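Material: mouse ABHD4 enzyme, wild type; Benchmarks: S159A mutant high control, sample median low control; Buffer or medium: HEPES pH 7.0, NaCl, Pluronic buffer; Signal: fluorescence polarization; Read-out: percent inhibition of probe binding, normalized to plate controls; Timing: pre-incubation 45 min, probe exposure 60 min, at 25 °C; Dosing: 8.92 µM, single dose.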
rCAG binder: binders of r(CAG) RNA repeats, primary screen, biochemical, fluorescence. r(CAG) RNA repeat, TO-PRO-1 dye displacement fluorescence. inhibition, % at 3 µM. 370,000 compounds, 1.3% hits;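 active = inhibition above the plate cutoff, the mean of all test compounds on that plate plus 3 SD, cut at about 35% in these data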;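 note: 0% = DMSO alone and 100% = 100 µM mitoxantrone as full dye displacement; higher means more dye released from RNA so lower well fluorescence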
LEDGF integ inh: blockers of LEDGF/p75-dependent integrase strand transfer – biochemical, TR-FRET, high throughput, primary screen; HIV-1 integrase (with human LEDGF/p75); TR-FRET IN-LEDGF/p75 DNA integration, Eu/Cy5; inhibition, % at 3.7 µM; 370,000 compounds, 0.64% hits; AID 743269, 2014;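 active = inhibition above the screen-wide mean plus 3 SD, cut at about 13% in these data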;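 note: signal is the Cy5 over europium emission ratio at 671 and 618 nm; 0% = plate median of compound wells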
TCR-CD3 inh: inhibitors of human TCR-CD3 interaction, primary screen, biochemical, fluorescence, TAMRA-labeled TCR probe | T-cell receptor (TCR) | inhibition, % at 9.4 µM | 360,000 compounds, 0.37% hits | AID 651800, 2012; in the data active = inhibition above about 19%;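 note: recombinant mutant TCR 2C K166C tagged with TAMRA read by polarization; 0% = receptor in buffer alone and 100% = receptor with positive control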
Rev-erbA mod: modulators of Rev-erb alpha DNA binding, primary screen, biochemical, FITC-DNA, fluorescence polarization, uHTS; Nuclear receptor subfamily 1 group D member 1 (Homo sapiens), P20393; Rev-erbα–FITC-DNA binding, 90 min; activity, % at 10 µM; 370,000 compounds, 0.79% hits; AID 1259318, 2017;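 active = activity above about 14%, limit read from the data; passing the limit was not always enough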;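 note: 0% = DMSO wells with 35 nM protein and 100% = DMSO wells with 750 nM protein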
Target sequence (P20393 whole entry, looked up): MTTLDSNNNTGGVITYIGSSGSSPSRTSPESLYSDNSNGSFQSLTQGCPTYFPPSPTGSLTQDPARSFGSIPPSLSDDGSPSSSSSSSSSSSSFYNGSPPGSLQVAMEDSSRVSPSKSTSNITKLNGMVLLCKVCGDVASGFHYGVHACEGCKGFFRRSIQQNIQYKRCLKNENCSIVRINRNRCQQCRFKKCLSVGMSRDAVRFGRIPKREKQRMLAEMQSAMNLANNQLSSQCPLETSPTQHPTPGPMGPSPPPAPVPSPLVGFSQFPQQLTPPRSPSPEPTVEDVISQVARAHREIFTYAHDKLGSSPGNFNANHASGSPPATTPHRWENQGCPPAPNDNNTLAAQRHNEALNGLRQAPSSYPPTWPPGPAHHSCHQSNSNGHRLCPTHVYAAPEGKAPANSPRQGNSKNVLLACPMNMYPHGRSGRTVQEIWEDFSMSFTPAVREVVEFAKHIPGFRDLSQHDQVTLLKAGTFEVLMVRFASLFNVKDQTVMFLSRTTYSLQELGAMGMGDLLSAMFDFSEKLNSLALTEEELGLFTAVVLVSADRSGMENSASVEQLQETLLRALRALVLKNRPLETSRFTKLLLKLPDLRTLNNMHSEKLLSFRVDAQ
UHRF1 binding: UHRF1 methylated DNA binding inhibitors, primary screen, counter-screen for MBD2 inhibitor project, biochemical, TR-FRET, human UHRF1, single concentration; E3 ubiquitin-protein ligase UHRF1 (Homo sapiens), Q96T88; UHRF1 binding to methylated oligo; inhibition, % at 4.4 µM; 370,000 compounds, 0.75% hits; AID 687016, 2013; in the data active = inhibition above about 21%;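 note: UHRF1 SRA domain binding a hemimethylated CpG hairpin DNA probe; 0% = median of test compound wells and 100% = reference inhibitor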
PRMT1 FP inh: PRMT1 methyltransferase inhibitors, primary screen, biochemical, fluorescence polarization; Protein arginine N-methyltransferase 1 (Homo sapiens), Q99873; recombinant PRMT1, activity-based probe fluorescence polarization; inhibition, % at 2.79 µM; 370,000 compounds, 1.3% hits;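 active = inhibition above about 21% made by adding two undisclosed values, limit read from the data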
The depositor's hits bear a star; nt = no result given; & = joins results of further samples.

SMILES,MBD2 inh,PG9 binder,HTRA1 inhibitor,ABHD4 inh,rCAG binder,LEDGF integ inh,TCR-CD3 inh,Rev-erbA mod,UHRF1 binding,PRMT1 FP inh
CCOc1cc(/C=N\Nc2ccc([N+](=O)[O-])cc2)ccc1OCC(=O)Nc1ccc(C)c(C)c1,6,1.6,-7,-17,13,-2,-11,4,0,2
Cc1cccc(C(=O)NC(=S)N2CCN(C(=S)NC(=O)c3cccc(C)c3)CC2)c1,3,1.1,0,-22,-1,0,-5,-1,7,11
Fc1ccc(C2=Nn3c(nnc3-c3ccco3)SC2)cc1,9,0.0,3,-7,-3,-2,-6,11,16,4
CCOC(=O)/C(=C/c1c2ccccc2cc2ccccc12)NC(=O)c1ccccc1,-4,-0.5,-42,-38,3,-1,9,-9,0,0
Cc1cccc(N2CCN(C(=O)COc3cccc4c3OC(C)(C)C4)CC2)c1C,0,0.6,-4,-6,-5,2,6,2,3,-2
COc1ccc(NC2CCCN(C(=O)CCCn3cncn3)C2)cc1 (stereo unspecified),1,-0.8,-3,3,-3,3,6,-10,-3,6
C/C(=N\n1c(C)nc2ccccc2c1=O)c1ccc(N)cc1,6,0.0,nt,5,2,-4,0,-6,1,0
COc1ccc(CCNS(=O)(=O)c2ccc(C(=O)NCc3ccco3)cc2)cc1OC,8,2.0,-8,-1,1,3,-14,-5,3,3
CCC1Nc2ncnc(N3CCN(c4ccccc4)CC3)c2N(Cc2ccc(Cl)cc2)C1=O (stereo unspecified),0,1.1,-29,8,5,0,-3,0,-1,1
CC1(C)Oc2cc3oc(-c4cc(O)cc(O)c4)cc3cc2CC1O (stereo unspecified),0,-0.2,-2,2,8,2,-1,2,-3,4
CCCNc1nc2ccccc2c(=O)[nH]1,-2,-4.3,3,-5,2,5,-10,-1,8,-3
Nc1[nH]nc2nc(N3CCOCC3)nc(-c3ccccc3)c12,0,-2.5,8,-7,0,2,3,-2,-2,-5
O=C(NNC(=S)Nc1cccc(C(F)(F)F)c1)c1ccncc1,2,0.6,7,8,5,-5,-7,-4,-1,1
Cc1cccc(/C=C2\CCC(C3CCCC3)C2=O)c1 (stereo unspecified),8,-2.3,3,-3,-2,-2,1,-2,-1,13
C/C(=N\NC(=O)CNc1cccc2ccccc12)c1ccc(Br)s1,1,-0.8,25,5,5,1,1,4,-2,-1
Cc1ccc(-n2c(-c3c(-c4ccccc4)noc3C)n[nH]c2=S)cc1,-1,1.8,0,-2,5,5,-1,-3,2,6
CN(CCCOc1ccccc1Br)Cc1ccccc1,4,1.8,4,0,-7,0,-2,0,-3,2
Cc1cc(-c2ccc(Cl)cc2)n2nc(N)nc2n1,-2,-2.4,5,-4,2,-2,6,-3,-2,3
CCCCC(c1nc2ccccc2[nH]1)n1c(-c2ccccc2)nc2ccccc21 (stereo unspecified),0,-1.1,nt,3,3,2,-1,10,0,-2
CC(OC(=O)c1cc2sccc2n1C)C(=O)NCc1cccs1 (stereo unspecified),3,-0.8,-8,-6,-2,0,2,-3,-1,3
O=C(CCNC(=O)c1ccc(Br)cc1)Nc1ccccc1N1CCCC1,-2,-1.1,17,4,0,4,6,2,-2,-1
CC1(C)Cc2ccccc2C(c2cc3ccccc3oc2=O)=N1,3,0.4,-2,3,-1,5,-2,4,-1,0
Cc1cc(NC(=O)NC(=O)c2ccccc2)no1,0,1.2,5,2,0,0,4,0,-1,0
CN(C)CC(C)(C)CNS(=O)(=O)c1ccc(Cl)c(Cl)c1,-1&-1,4.1&-1.0,2&1,5&4,-3&-2,2&-1,1&5,1&-5,3&2,2&0
CCN(CC)CCCNC(=O)CN1N=C(c2ccc(OC)cc2)CCC1=O,0,-1.3,5,0,-1,-1,10,6,0,-6
O=C(NC1CCCCN(Cc2cccc(Cl)c2)C1=O)c1cccc(F)c1 (stereo unspecified),0,nt,nt,-4,0,0,nt,0,5,1
CCOC(=O)c1sc2nc3c(SCCC(=O)O)cc(C(=O)c4cc(OC)ccc4O)cn3c(=O)c2c1C,-10,-0.2,-20,-5,35*,1,-1,-20,-4,-2
Cc1ccc2nc(Nc3ccccc3)c(/C=N/O)c(=O)n2c1,-2,-1.6,-22,-8,9,0,3,6,2,0
CC1(C(=O)Nc2nnc(C(C)(C)C)s2)Cc2ccccc2C(=O)O1 (stereo unspecified),-2,-1.7,2,-1,-2,5,4,4,2,4
O=C(Cn1nnc2c(cnn2-c2ccc(F)cc2)c1=O)OC1CCCCC1,-2,0.3,-10,-13,-3,2,-2,1,4,-1
COc1cccc(NC(=O)NC2CCCc3ccccc32)c1 (stereo unspecified),0,-0.1,-17,-2,-2,0,5,-1,-1,-1
C#CCN(C[C@@H]1[C@@H](OC(=O)NC2CCCC2)[C@@H](OC(=O)NC2CCCC2)CN(C(=O)OC(C)C)N1C(=O)OC(C)C)S(=O)(=O)c1ccc(C)cc1,4,-1.2,-29,-12,8,5,1,-1,1,-4
CC(C)(C)C(=O)NNC(=O)c1ccc(Oc2cc(Cl)cc(Cl)c2)o1,0,0.8,5,-4,-2,5,-14,-6,5,-1
Cc1cccc(C(=O)N2CCC(n3nnc4cc(F)ccc43)CC2)c1,-2,-1.0,-1,5,-3,3,0,-1,2,0
Cn1nc(C(=O)Nc2cccc(C(F)(F)F)c2)c2ccccc2c1=O,-2,0.6,-25,-12,5,0,0,5,0,0
COc1ccc(C)cc1NC(=O)C1CCN(S(C)(=O)=O)CC1,5,-0.3,7,0,-3,0,-10,0,7,4
CCCC1=C(C(=O)OCC)C(c2ccc(OC)c(C)c2OC)C(C#N)=C(N)O1 (stereo unspecified),-7,-1.9,-2,9,-1,4,0,6,-8,3
CCCS(=O)(=O)c1nc(S(=O)(=O)c2ccc(C)cc2)c(N2CCC(C(N)=O)CC2)s1,0,-1.5,0,1,-3,-2,13,4,-2,0
COc1ccc(NC(=O)Nc2c(C)n(-c3ccccc3)c(=O)n2C)cc1OC,4,0.5,6,-1,0,-1,6,0,-3,-2
Cc1ccc(S(=O)(=O)N2CCN(CCOc3cccc(C)c3)CC2)cc1,3,0.6,-11,-1,1,-2,0,1,-1,1

Ordered by value in MBD2 inh (rising): 3 from the list above.
smiles,MBD2 inh
Cc1cccc(C(=O)N2CCC(n3nnc4cc(F)ccc43)CC2)c1,-2
Cc1ccc(S(=O)(=O)N2CCN(CCOc3cccc(C)c3)CC2)cc1,3
C#CCN(C[C@@H]1[C@@H](OC(=O)NC2CCCC2)[C@@H](OC(=O)NC2CCCC2)CN(C(=O)OC(C)C)N1C(=O)OC(C)C)S(=O)(=O)c1ccc(C)cc1,4

(continued)
SMILES,MBD2 inh,PG9 binder,HTRA1 inhibitor,ABHD4 inh,rCAG binder,LEDGF integ inh,TCR-CD3 inh,Rev-erbA mod,UHRF1 binding,PRMT1 FP inh
CC1CCCC(NC(=O)COC(=O)c2c[nH]c(=O)[nH]c2=O)C1C (stereo unspecified),2,-1.1,2,1,-1,0,-2,8,4,-5
O=C(NC1CCCCCC1)c1ccc(-n2cnnc2)cc1,1,-2.1,7,5,2,0,3,3,0,-2
COc1ccc(/C=C/C(=O)NC(=S)Nc2ccc(N3CCN(C(C)=O)CC3)cc2)cc1,7,0.2,2,-13,-2,0,1,-5,2,2
Cc1ccc(N2CN=C(c3ccccc3)NC2=S)cc1,-3,-0.5,-10,-6,1,3,6,3,0,-1
CCCCCCCCSc1nnc2[nH]c(=O)cc(N)n12,-8,0.7,4,-4,2,2,9,1,-2,0
O=C(Nc1ccon1)c1ccc(F)c(S(=O)(=O)N2CCCCC2)c1,-4,0.8,3,4,-3,2,5,1,0,-1
Cc1ccc(Nc2nnc(SCC(=O)c3cc4ccccc4o3)s2)cc1C,7,0.2,-18,-1,22,1,3,4,-3,19
CCCN1C2CCCC1CC(NC(=O)Nc1ccc(C(C)C)cc1)C2 (stereo unspecified),6,1.4,-2,8,3,0,3,2,0,0
CC(=O)NCCc1cc2ccc(C)cc2[nH]c1=O,-6,-4.3,3,7,1,2,6,1,-1,-2
COc1ccc(N(C(=O)C(C)C)S(=O)(=O)c2cccc([N+](=O)[O-])c2)cc1,4,-1.6,-8,0,0,-3,-7,0,1,2
CN(C)S(=O)(=O)c1cccc(NC(=O)c2ccc(S(=O)(=O)N3CCCC3)cc2)c1,0,-0.2,-8,-5,6,3,-1,-3,1,-1
COc1ccc(NC(=O)CSCc2cc(=O)n3c(C)csc3n2)cc1,1,3.0,3,-3,-2,-4,-1,3,1,4
CN(C(=O)CSc1nnc(-c2ccccc2)c(-c2ccccc2)n1)C1CCS(=O)(=O)C1 (stereo unspecified),3,-0.3,11,-6,-3,5,-1,4,3,2
Cc1ccc(C(=O)NS(=O)(=O)c2ccc(C)cc2)cc1,3,-0.8,-4,-1,0,-2,-4,-1,0,0
CCCCc1nnn2c1C1c3cc(-c4cccnc4)ccc3CCN1C(=O)C2 (stereo unspecified),-2,0.0,nt,-4,3,4,-4,0,6,-4
CC(C)(C)NC(=O)CSc1nnc(-c2ccncc2)n1Cc1ccccc1,-9,-0.8,2,-5,-7,2,-3,7,-1,2
CCOc1cc(/C=C2\C(=O)ON=C2c2ccccc2)cc(Br)c1O,-3,2.7,-14,-22,10,1,-8,-7,-1,3
COc1cc([N+](=O)[O-])ccc1NC(=S)N1CCN(c2ccccn2)CC1,3,-1.6,-4,-2,2,3,3,6,16,-7
C[C@@H]1CN([C@@H](C)CO)C(=O)CCCn2nncc2CO[C@@H]1CN(C)C(=O)Nc1ccc(C(C)(C)C)cc1,-2,-0.4,6,7,6,-3,1,0,-1,0
N#Cc1cnn(-c2ccccc2)c1N,0,0.5,-1,-3,4,6,-8,3,2,2
CCc1ccc(NC(=O)C(C)OC(=O)c2cccc(S(=O)(=O)N3CCc4ccccc4C3)c2)cc1 (stereo unspecified),-2,0.7,-26,-11,12,3,-9,5,0,-1
CC(C)CC(NC(N)=O)C(=O)OCC(=O)NC(=O)NC1CCCC1 (stereo unspecified),-1,-0.8,-3,-1,-5,-2,10,-4,0,-1
Cc1c(NS(=O)(=O)c2ccc(C(=O)NCc3ccc(F)cc3)cc2)c(=O)n(-c2ccccc2)n1C,-3,-1.0,5,1,5,2,0,-3,-1,-3
COc1ccc(C(C)(C)C)cc1NC(=O)COC(=O)c1ncc(Cl)c(Cl)c1Cl,-5,-0.5,-13,3,-1,0,1,-1,-3,0

Not all compounds are listed; the hit share may differ from the screen's.
